# Bioassay records from PubChem.
# Arr AP2 block = inhibitors of human beta-arrestin and AP2 interaction; FITC-arrestin peptide / GST-AP2 beads, flow cytometry; AP2 beta2 appendage carries R879A mutation; inhibition, % at 10 µM; hit rate 0.31% among 340,000; AID 504490;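 active = inhibition above a set limit, near 3 SD of compounds lacking own fluorescence, cut at about 54% in these data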;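 also: plate controls were DMSO wells for no effect and 5 µM unlabelled arrestin peptide for full effect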
#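 Material – GST-tagged AP2 beta2-adaptin appendage (R879A) on 4 µm glutathione beads · Probe or stimulus – fluorescein-tagged arrestin peptide at 50 nM final · Timing – 12 min plus 1 h, RT · Detection – bead flow cytometry, FITC channel · Read-out basis – inhibition as reduced fluorescein signal on beads, percent · Medium – PBS plus Tween 20 (0.05%) and BSA (0.1%)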
# DSG3 Ab inh = human desmoglein-3 autoantibody binding inhibition; hit rate 0.48% among 310,000; DSG3-coupled beads, scFv-anti-DSG3-GFP binding, flow cytometry; stronger effect = lower value; P32926; binding (percent of control), % at 10 µM;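 active = binding more than 3 SD below its plate's average and above zero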;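 also: hits lower antibody fragment binding to DSG3; some compounds called inactive have numbers as strong as hits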
# Target sequence (P32926 whole entry, looked up, the tested form may be a part): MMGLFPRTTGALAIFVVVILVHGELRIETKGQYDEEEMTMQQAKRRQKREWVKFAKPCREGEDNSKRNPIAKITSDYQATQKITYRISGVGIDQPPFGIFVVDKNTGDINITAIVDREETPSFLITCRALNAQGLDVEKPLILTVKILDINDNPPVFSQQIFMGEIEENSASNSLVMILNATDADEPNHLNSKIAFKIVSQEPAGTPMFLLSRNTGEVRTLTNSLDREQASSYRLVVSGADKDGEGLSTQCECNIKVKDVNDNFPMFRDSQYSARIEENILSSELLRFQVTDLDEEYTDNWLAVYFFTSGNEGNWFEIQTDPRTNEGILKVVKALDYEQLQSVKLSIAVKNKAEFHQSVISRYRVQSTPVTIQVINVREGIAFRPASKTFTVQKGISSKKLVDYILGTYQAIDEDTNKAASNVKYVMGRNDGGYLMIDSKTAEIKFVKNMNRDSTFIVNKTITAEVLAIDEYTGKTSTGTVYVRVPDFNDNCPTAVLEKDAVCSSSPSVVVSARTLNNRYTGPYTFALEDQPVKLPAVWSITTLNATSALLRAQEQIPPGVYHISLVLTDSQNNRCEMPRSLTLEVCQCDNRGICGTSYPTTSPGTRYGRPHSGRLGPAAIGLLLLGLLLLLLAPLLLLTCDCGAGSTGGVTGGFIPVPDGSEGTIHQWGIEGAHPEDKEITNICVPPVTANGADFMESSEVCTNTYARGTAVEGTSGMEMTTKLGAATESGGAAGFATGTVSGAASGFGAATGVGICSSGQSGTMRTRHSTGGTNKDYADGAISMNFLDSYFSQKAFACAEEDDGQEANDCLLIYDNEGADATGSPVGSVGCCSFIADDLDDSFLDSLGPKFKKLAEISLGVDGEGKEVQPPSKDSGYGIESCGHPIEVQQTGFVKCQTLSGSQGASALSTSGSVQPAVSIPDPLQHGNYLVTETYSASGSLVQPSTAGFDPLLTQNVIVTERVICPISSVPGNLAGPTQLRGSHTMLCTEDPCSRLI
# Keap1-Nrf2 PPI = disrupts human Keap1 binding to Nrf2 peptide; Q14145; Keap1 Kelch-Nrf2 peptide fluorescence polarization, 1536-well; inhibition, % at 9.4 µM; hit rate 0.15% among 340,000; AID 504523; in the data active = inhibition above about 12%;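 also: human Keap1 Kelch domain with fluorescein labeled Nrf2 9mer peptide probe; 0% = neutral control wells and 100% = peptide positive control; higher means more block of Keap1 binding to Nrf2 peptide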
# RTF Ca sens act = increases calcium sensitivity of human cardiac regulated thin filaments. P19429+P45379. activation, % at 7.2 µM. hit rate 0.24% among 340,000. IANBD-labeled TnC RTF fluorescence at EC20 calcium; 0% EC20 calcium, 100% full calcium. AID 493008;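 active = activation above the mean over all tested compounds plus 3 SD, cut at about 30% in these data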;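 also: rise in fluorescence read as greater calcium sensitivity of cardiac thin filaments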
# Wnt bcat act = activates Wnt/beta-catenin signaling in a reporter cell assay; activation, % at 9.35 µM; hit rate 1.2% among 300,000; activator, plate reader; AID 743398; in the data active = activation above about 30%, passing the limit was not always enough;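 also: 0% = neutral control wells and 100% = positive control wells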
# OPRM1-OPRD1 inv = inverse agonist of human OPRM1-OPRD1 heterodimerization | P35372+P41143 | cell-based MOR-DOR heterodimer luminescence, inverse agonism | inhibition, % at 9.3 µM | hit rate 0.21% among 340,000 | AID 504357; in the data active = inhibition above about 22%, passing the limit was not always enough;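 also: 0% = cells with DMSO and 100% = wells without cells with DMSO; values of inactives mirror those of a sister screen read the other way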
# RTF Ca sens inh = cardiac RTF calcium desensitization. P19429+P45379. IANBD-labeled cardiac RTF, Ca2+ fluorescence. inhibition, % at 7.15 µM. hit rate 0.12% among 340,000. AID 493244;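 active = inhibition above the mean inhibition of all tested compounds plus 3 SD, cut at about 17% in these data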;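 also: assay run at fixed EC70 calcium of 1.6 mM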
# V-ATPase pHluor = alters yeast V-ATPase proton transport; S. cerevisiae, pHLuorin cytosolic pH fluorescence; AID 504577; hit rate 0.37% among 350,000; response, % at 10 µM; in the data active = response mostly above about 7.3%, no sharp cut-off; inactive = mostly below about 5.4%; also: actives read high; inactives centre near 0; some compounds called inactive have numbers as strong as hits; reference of the scale not given here
# LANA DNA inh = blocks KSHV LANA C-terminal domain binding to DNA; MBP-C-LANA/FAM-LBS DNA binding, fluorescence polarization; inhibition, % at 9 µM; AID 504423; hit rate 0.078% among 340,000;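 active = highest replicate inhibition at or above 60% at 9 µM, even if other replicates fall short; inactive = all replicates below 60% inhibition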;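 also: 0% = neutral control wells and 100% = 4 µM acridine orange control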
# OPRM1-OPRD1 ag = agonists of human mu-delta opioid receptor heterodimerization; P35372+P41143; cells, OPRM1-OPRD1 heterodimerization, luminescence; activation, % at 9.3 µM; hit rate 0.3% among 340,000; AID 504326; in the data active = activation above about 18%;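 also: 0% = vehicle-treated cells and 100% = reference agonist; values of inactives mirror those of a sister screen read the other way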
# Numbers without * were called inactive; x = no result given.
SMILES,Arr AP2 block,DSG3 Ab inh,Keap1-Nrf2 PPI,RTF Ca sens act,Wnt bcat act,OPRM1-OPRD1 inv,RTF Ca sens inh,V-ATPase pHluor,LANA DNA inh,OPRM1-OPRD1 ag
COc1ccc(C(=S)N(C)C)cc1OC,17,104,-3,1,x,8,1,3,0.7,-1.4
O=C(Cc1ccc(Cl)cc1)Nc1cc(S(=O)(=O)N2CCOCC2)ccc1N1CCCC1,1,107,-7,4,0,11,1,-1,-0.9,-2.3
O=C(NCC1CCCO1)c1ccc(COc2ccccc2)cc1 (centres undefined),15,118,0,2,9,6,-3,0,-1.1,-1.1
O=C(Nc1cc(Cl)cc(Cl)c1)c1cnn2cccnc12,1,108,-8,1,-4,6,-8,0,-0.6,-1.1
C#CCNc1ccc(C(=O)OCC)cc1,-2,111,3,-2,5,8,-3,4,2.0,-1.9
Cc1ccc(S(=O)(=O)Nc2ccc(S(=O)(=O)Nc3cc(C)nc(C)n3)cc2)cc1,-2,93,-1,5,-2,11,6,-1,0.1,-2.1
O=C(Cn1ccc2ccccc2c1=O)NCCC(=O)N1CCN(C(=O)c2ccco2)CC1,30,106,0,3,-1,13,-6,-2,2.7,-2.4
CC(=O)Nc1ccc(NC(=O)[C@@H]2CCCN2S(=O)(=O)c2ccc3c(c2)OCCO3)cc1,11,x,4,-5,-1,0,-4,2,0.0,0.0
CN(C)S(=O)(=O)c1ccc(Cl)c(NC(=O)COC(=O)/C=C/c2ccc3ccccc3n2)c1,9,99,-3,0,1,10,-5,0,0.0,-2.4
Cc1nn(-c2ccccc2)c(C)c1C(=O)Oc1ccccc1,5,x,-2,2,14,-2,3,3,-1.9,0.5
Cn1c(=O)cc(SCC(=O)N2CCN(c3ccccc3)CC2)c2ccccc21,-12,x,-1,-2,x,7,8,-3,-1.8,-1.1
Cc1c(Br)c(=O)oc2c(Br)c(O)ccc12,-3,94,0,-2,-2,4,-12,0,-6.4,-0.8
CC(NC(=O)C(C)N1C(=O)c2cccc([N+](=O)[O-])c2C1=O)c1ccccc1 (centres undefined),24,98,-4,-2,1,2,-4,-2,0.4,-0.5
OCCCc1cn(Cc2ccccc2)c2ccccc12,1,93,-4,-1,0,19,-9,1,2.6,-4.1
O=C(NCc1ccc2c(c1)OCO2)C(=O)NCC1OCCN1S(=O)(=O)c1ccc(Br)cc1 (centres undefined),-3,106,-4,-2,-3,-8,-2,1,-0.6,1.6
COc1ccc(-c2nn(-c3ccccc3)cc2/C=C2/SC(=S)N(CCCC(=O)O)C2=O)c(C)c1,-13,104,-5,-8,-1,12,1,-1,-0.3,-2.4
O=C(O)CN(c1ccccc1)C1SC(=O)NC1=O (centres undefined),5,102,-3,-3,x,5,-4,-4,-7.5,-1.0
COCc1c(C(=O)N/N=C\c2cccnc2)nnn1-c1nonc1N,-5,110,-5,6,-1,7,-11,3,2.2,-1.4
Cc1cc(NC(=O)C2C3C(=O)N(CC4CCCO4)C(C(=O)NC(C)(C)C)C34C=CC2(C)O4)no1 (centres undefined),-10,116,1,3,-3,6,-4,3,-1.5,-1.3
O=C(c1cc2cc(F)ccc2[nH]1)N1CCN(C(=O)c2ccco2)CC1,-15,101,-2,5,2,14,-5,0,0.6,-2.7
N#C/C(=C\c1c(N2CCN(c3ccccc3)CC2)nc2ccccn2c1=O)S(=O)(=O)c1ccccc1,13,x,-1,3,0,7,-11,10,-0.2,-1.3
CC(Oc1ccc(Cl)cc1Cl)C(=O)Nc1ccc(N2CCN(C)CC2)cc1 (centres undefined),-3,x,7,9,-20,19,9,1,0.2,-3.1
CC1=C(C#N)C(c2cn(-c3ccccc3)nc2-c2cccs2)C(C#N)=C(C)N1,13,96,1,-2,x,3,3,5,1.4,-0.6
CC(=NO)C1CCC2C3CCC4CC(=NO)CCC4(C)C3C(C)(O)CC12C (centres undefined),-9,116,6,-2,-2,13,-8,-5,-1.1,-2.5
Cc1ccc(-n2c(-c3ccccc3)c[nH]c2=S)cc1,-29,96,3,1,0,0,3,0,-1.5,0.0
O=C1CC(C(=O)N2CCN(c3ccccc3)CC2)CN1Cc1ccccc1 (centres undefined),-5,104,-9,0,0,16,-7,0,-0.5,-3.7
Cc1cc(NC(=O)CSc2nc(CC(C)(C)C)nc3c2c(=O)n(C)c(=O)n3C)no1,16,100,-1,3,-1,6,-7,-4,2.1,-1.0
COc1ccc2oc(-c3ccc(NC(=O)c4ccc(N5CCOCC5)c([N+](=O)[O-])c4)cc3)nc2c1,-4,122,5,-7,x,10,-1,0,1.6,-1.8
CCCN(CCC)c1nc(-c2ccccn2)nc2ccccc12,22,103,1,-2,-11,39*,-5,-2,0.3,-8.7
CCn1cnc2sc(C(=O)Nc3ccc4c(c3)OCO4)c(C)c2c1=O,-3,104,-5,1,21,10,-7,4,-1.2,-1.8
COc1cccc(N(CC(=O)NC(C)c2ccccc2)S(C)(=O)=O)c1 (centres undefined),-4,x,-2,2,x,9,-10,4,-0.4,-1.7
COc1cc(C(=S)N2CCOCC2)ccc1OC(=O)c1ccccc1,15,94,1,2,0,-5,-14,1,-0.6,0.9
O=C(N[C@H]1C/C=C\C[C@@H](CC(=O)N(CCO)Cc2ccccc2)C(=O)N[C@H](Cc2c[nH]c3ccccc23)COC1=O)OCC1c2ccccc2-c2ccccc21,1,96,-5,-1,7,11,6,0,0.4,-1.8
CCc1ccc(Nc2n[n+](-c3ccccc3)c(-c3ccc(OC)c(Br)c3)s2)cc1,1,105,-9,8,0,19,1,2,-1.3,-3.3
CCOC(=O)c1c(NC(=O)C2C3C=CC(C3)C2C(=O)O)sc2c1CC(C)(C)OC2 (centres undefined),-21,97,0,0,0,15,-6,1,-1.3,-3.0
CCOc1cc(C2NC(=O)NC(C)=C2C(=O)OC(C)CC)cc(Br)c1O (centres undefined),18,97,1,10,-3,7,-13,4,-0.2,-1.3
c1ccc(CSc2ccc(-c3cccnc3)nn2)nc1,-8,78,2,-1,11,2,-10,-1,-1.0,-0.4
Cc1cc(C)cc(C(=O)N2CCN=C2SCc2ccc([N+](=O)[O-])cc2)c1,30,100,0,1,-1,12,-3,1,-0.4,-2.3
CCCOC(=O)C1=C(C)NC2=C(C(=O)C(C(=O)OC)C(C)C2)C1c1ccc(N(C)C)cc1 (centres undefined),8,85,-4,0,1,-6,-4,2,-1.3,1.1
CCc1ccc(C(C)NC(=O)/C(C#N)=C\c2cn[nH]c2-c2ccccc2)cc1 (centres undefined),4,105,-3,-3,x,-59,1,-3,-3.9,11
O=C(CN(C(=O)C1COc2ccccc2O1)c1ccccc1)NCC1CCCO1 (centres undefined),5,101,5,0,x,-3,-4,-6,1.1,0.6
Cn1ncnc1SCc1cn2cccnc2n1,4,91,-4,8,-1,5,5,-4,2.0,-0.8
CC(=O)c1cccc(NC(=S)NC(=O)Cc2ccccc2)c1,8,100,-3,4,0,16,-17,0,-1.0,-2.8
COc1ccc(CCNC(=O)C(=O)NCCOc2ccccc2)cc1OC,-7,x,-2,-5,-1,3,-3,-3,0.2,-0.6
O=C(C[n+]1ccc(C(=O)c2ccccc2)cc1)Nc1ccc(C(F)(F)F)cc1,1,104,-5,-1,-1,-10,8,1,-0.3,2.0
Cc1ccc(-c2nnc(-c3ccccc3)o2)cc1Br,-1,72,4,-1,35*,-3,1,-3,1.7,0.5
Cc1ccc(/C=N/NC(=S)NCCc2ccccc2)s1,26,79,-3,7,-1,-41,0,3,0.1,8.1
CCN(CC)C(=O)CSC1=Nc2ccccc2C2=NC(c3ccccc3)C(=O)N12 (centres undefined),0,x,-5,-5,-2,15,-7,0,-1.6,-2.4

# Single records, as listed above. Screens in order: Arr AP2 block	DSG3 Ab inh	Keap1-Nrf2 PPI	RTF Ca sens act	Wnt bcat act	OPRM1-OPRD1 inv	RTF Ca sens inh	V-ATPase pHluor	LANA DNA inh	OPRM1-OPRD1 ag
# Shown for CCN(CC)C(=O)CSC1=Nc2ccccc2C2=NC(c3ccccc3)C(=O)N12 (centres undefined) : 0	x	-5	-5	-2	15	-7	0	-1.6	-2.4
# Shown for CC(Oc1ccc(Cl)cc1Cl)C(=O)Nc1ccc(N2CCN(C)CC2)cc1 (centres undefined) : -3	x	7	9	-20	19	9	1	0.2	-3.1

# The list continues:
SMILES,Arr AP2 block,DSG3 Ab inh,Keap1-Nrf2 PPI,RTF Ca sens act,Wnt bcat act,OPRM1-OPRD1 inv,RTF Ca sens inh,V-ATPase pHluor,LANA DNA inh,OPRM1-OPRD1 ag
O=C(CCn1nnc2ccccc21)Nc1nnc(Cc2ccc(F)cc2)s1,27,97,1,-3,x,13,-2,1,4.7,-2.6
O=C(CN1CCNCC1)Nc1ccccc1Cl,1,97,-3,11,-1,13,-4,1,1.3,-2.3
Cc1ccc(C(C(=O)NC(C)(C)C)N(C(=O)c2csnn2)C2CC2)cc1 (centres undefined),-1,102,-1,18,x,10,-3,1,-2.3,-1.7
CC(C)CCN(CC(=O)NC(C)(C)C)C(=O)C(=O)Nc1ccc2c(c1)OCCO2,1,101,-8,4,-2,13,-19,-3,3.0,-2.3
O=c1[nH]c2cc(Cl)c([N+](=O)[O-])nc2[nH]1,3,108,1,3,1,9,-8,5,-1.6,-1.8
COc1ccccc1NC(=O)COC(=O)c1ccc(S(=O)(=O)NCc2ccco2)cc1,x,82,-1,1,x,-4,-8,0,-0.7,0.9
OCc1ccccc1OCCCOc1cccc2cccnc12,-3,111,-2,-1,9,4,-2,-4,0.6,-0.9
CC(=O)OCC12COC3c4ccccc4OC(C)(CC1C)C3C2C (centres undefined),10,101,-2,1,-1,1,-6,0,-1.0,-0.2
O=C(C[n+]1cc2ccccc2c2ccccc21)c1ccccc1,8,101,0,6,x,-18,1,4,0.5,3.0
O=C(Nc1c2ccccc2nc2ccccc12)C(Cl)(Cl)Cl,13,105,6,-13,x,-21,-9,-7,1.8,3.7
O=[N+]([O-])c1cc(S(=O)(=O)NCCN2CCOCC2)ccc1Sc1nnnn1-c1ccccc1,0,113,2,3,x,-18,1,0,-0.8,3.6
N#Cc1ccc(-c2ccccc2)nc1SCCN1CCOCC1,-1,82,-2,-6,2,19,-8,1,-0.2,-3.8
Cc1cc(/C=C(\C#N)C(=O)NCc2ccco2)c(C)[nH]1,7,101,-3,3,x,8,-1,-3,-0.7,-1.5
CCOC(=O)C1CCCN(CC(=O)Nc2c(C(=O)OC)[nH]c3ccccc23)C1 (centres undefined),23,101,-1,5,x,5,2,-3,-1.5,-0.8
COc1ccc(CCNS(=O)(=O)c2ccc3c(c2)NC(=O)CCS3)cc1OC,-9,x,-4,1,1,12,5,1,-1.4,-2.2
COc1ccc(/C(N)=N/OC(=O)c2ccco2)cc1OC,36,109,2,6,19,-8,-11,0,1.8,1.5
CCOC(=O)C1(Cc2cccc(Cl)c2)CCCN(C(=O)c2cc(C)n(C)n2)C1 (centres undefined),-1,102,4,-4,2,19,1,-1,-0.2,-3.5
COc1cc(NC(=O)c2ccco2)c(OC)cc1NC(=O)CCC(=O)Nc1cccc(C)c1C,-2,97,-7,0,x,7,-4,1,0.7,-1.4
